Screens as filed in PubChem BioAssay.
MT1-MMP act inh = inhibitors of human MT1-MMP activation; P50281; HT1080 RFP-PRO-GFP cells, GFP/RFP ratio fluorescence, overnight; percent of plate control window, DMSO zero; GFP/RFP ratio change, % at 20 µM; 360,000 compounds, 0.061% hits; AID 651647;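 active = GFP/RFP ratio change of at least 30% with cell ATP level not reduced by more than half and red fluorescence within 50% of control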; note: strong numbers were not always called active
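Assay system: HT1080 RFP-PRO-GFP cells | Dosing: 20 µM single dose, 1% DMSO | Incubation: Cells overnight before dosing, compound overnight, 37 °C, 5% CO2 | Evaluation: GFP/RFP fluorescence ratio | Control set: DMSO-only wells and HT1080 RFP-L50D-GFP cell wells as references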
TbMetRS inhib = Trypanosoma brucei MetRS inhibition. 360,000 compounds, 0.4% hits. purified T. brucei MetRS, ATP depletion, Kinase-Glo luminescence. inhibition, % at 11.9 µM;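 active = inhibition above a per-plate cutoff of the control wells' mean inhibition plus 3 SD, cut at about 5.5% in these data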;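 note: 0% = DMSO wells median and 100% = median of wells with control inhibitor compound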
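Test system: purified T. brucei MetRS enzyme. Also added: ATP, methionine and E. coli bulk tRNA substrates. Compound: 11.9 µM single point. Schedule: 15 min enzyme-compound preincubation, 2 h reaction, 10 min detection, 25 °C. Signal: luciferase luminescence of residual ATP, Kinase-Glo. Evaluation: percent inhibition versus plate control medians. Controls: DMSO wells, low control.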
eLon inh = E. coli protease La inhibition; purified E. coli Lon protease, fluorescence polarization; inhibition, % at 7.94 µM; 360,000 compounds, 0.42% hits; AID 602123; in the data active = inhibition above about 13%, passing the limit was not always enough;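 note: 0% = enzyme with probe and DMSO and 100% = no enzyme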
Target sequence (P0A9M0 whole entry, looked up): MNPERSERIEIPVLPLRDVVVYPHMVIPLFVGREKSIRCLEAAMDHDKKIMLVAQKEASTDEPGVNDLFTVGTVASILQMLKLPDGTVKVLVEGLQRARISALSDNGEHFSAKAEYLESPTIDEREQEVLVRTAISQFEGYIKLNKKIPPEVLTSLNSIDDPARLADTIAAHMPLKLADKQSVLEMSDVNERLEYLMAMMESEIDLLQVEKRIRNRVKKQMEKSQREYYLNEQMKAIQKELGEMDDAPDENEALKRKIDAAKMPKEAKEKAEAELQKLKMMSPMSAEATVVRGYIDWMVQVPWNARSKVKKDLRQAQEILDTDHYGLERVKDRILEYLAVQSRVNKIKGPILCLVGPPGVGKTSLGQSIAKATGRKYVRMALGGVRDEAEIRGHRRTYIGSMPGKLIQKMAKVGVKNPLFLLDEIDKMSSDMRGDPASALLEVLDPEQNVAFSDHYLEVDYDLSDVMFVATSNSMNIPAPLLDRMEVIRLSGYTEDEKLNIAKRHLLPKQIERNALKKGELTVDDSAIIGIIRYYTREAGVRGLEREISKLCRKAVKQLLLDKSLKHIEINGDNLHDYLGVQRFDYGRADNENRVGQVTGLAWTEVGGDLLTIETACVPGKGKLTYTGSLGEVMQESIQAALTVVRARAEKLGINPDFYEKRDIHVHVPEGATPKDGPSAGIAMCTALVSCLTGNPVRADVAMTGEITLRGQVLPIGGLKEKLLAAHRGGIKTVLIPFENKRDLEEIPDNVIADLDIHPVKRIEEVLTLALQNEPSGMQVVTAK
SKN-1 block = C. elegans SKN-1 inhibition. C. elegans VP596 Pgst-4::GFP/RFP ratio, acrylamide-induced, 24 h. inhibition, % at 21.8 µM. 360,000 compounds, 0.49% hits. AID 624304;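 active = interference check ratio from 0.5 to 1.5 plus GFP to RFP signal ratio inhibition reaching or exceeding a fixed threshold, cut at about 30% in these data, passing the limit was not always enough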; note: some compounds called inactive have numbers as strong as hits
MLLE-PAM2 inh = inhibitors of microRNA-mediated deadenylation, human PABP1 MLLE binding; P11940; GST-MLLE / FITC-PAM2 fluorescence polarization; inhibition, % at 20 µM; 360,000 compounds, 0.36% hits; AID 588489; in the data active = inhibition above about 35%, passing the limit was not always enough;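 note: plate controls were DMSO wells with GST-MLLE for no effect and wells lacking GST-MLLE protein for full effect; some results filed as inactive read as strong as hits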
CendR NRP1 mod = alters CendR peptide binding to human NRP-1; 360,000 compounds, 0.85% hits; AID 602438; inhibition, % at 25 µM; O14786; FAM-RPARPAR peptide binding to NRP-1, fluorescence polarization;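 active = inhibition or corrected inhibition above about 18%, plus a signal ratio from 0.5 to 1.5, limit read from the data, passing the limit was not always enough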; note: strong numbers were not always called active
MsrA act = activates bovine MsrA enzyme; purified bovine MsrA, absorbance read-out; activation, % at 10.6 µM; 360,000 compounds, 0.3% hits; AID 602163; in the data active = activation above about 7.5%;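 note: 0% = vehicle and 100% = reference activator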
FAS-TE inh = blocks the thioesterase domain of human fatty acid synthase | recombinant FAS-TE, OMFH fluorogenic substrate, fluorescence endpoint | inhibition, % at 15 µM | 360,000 compounds, 0.67% hits;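 active = compounds whose normalised, plate-corrected inhibition of enzyme fluorescence in the single-dose primary screen is 50% or more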;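 note: 0% = DMSO with enzyme and 100% = substrate without enzyme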
MsrA inh = bovine MsrA inhibition; purified bovine MsrA, absorbance read-out; inhibition, % at 15.5 µM; 360,000 compounds, 0.75% hits; AID 651718; in the data active = inhibition above about 4.5%;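 note: 0% = vehicle wells with enzyme and 100% = reference inhibitor wells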
* = called active by the depositor; x = no result given.

Values run as follows: MT1-MMP act inh	TbMetRS inhib	eLon inh	SKN-1 block	MLLE-PAM2 inh	CendR NRP1 mod	MsrA act	FAS-TE inh	MsrA inh
COc1ccc(/C(C#N)=C/c2cccnc2)cc1
 : -7	6.1*	2	25	2	19*	-1	2	2.2
O=C1CN(C(=O)COc2ccccc2)c2ccccc2N1
 : 0	-0.1	-8	-1	7	10	-2	-2	0.8
CC(C)C1Nc2ccc(S(=O)(=O)N3CCOCC3)cc2NC1=O (stereo not drawn)
 : 1	-0.2	-1	10	-1	-4	-4	-5	1.2
Cn1c(=O)oc2cc(S(=O)(=O)CCC(=O)N3CCN(c4ccccc4)CC3)ccc21
 : -3	0.1	-6	-4	4	0	0	-5	-1.6
CCOc1cc(/C=C/C(=O)OCC(=O)NCCN2C(=O)CSC2=O)ccc1OCC(C)C
 : -3	0.1	-10	-20	0	0	-2	1	1.0
OC1CN=C2Sc3ccccc3N2C1 (stereo not drawn)
 : -2	-1.3	-5	-10	13	1	-13	-15	0.2
O=C1OCCC1Sc1nnc(-c2cccnc2)n1-c1ccccc1F (stereo not drawn)
 : 2	-0.3	2	-8	-32	-1	-9	-6	1.3
Cc1ccc(CN2C(=O)[C@H]3Cc4c([nH]c5ccccc45)C(C)(C)N3C2=O)cc1
 : 2	0.1	7	6	7	-4	-3	21	-0.9
Cc1cc(C)cc(OCc2ccc(C(=O)NC3CCOC3=O)o2)c1 (stereo not drawn)
 : 4	-0.1	-3	-3	-12	1	-3	-5	0.9
Cn1c(Cc2cccs2)nnc1SCc1nc2ccccc2[nH]1
 : 4	-0.6	-4	-38	-12	-6	-6	-8	0.2
CCn1cc(C(=O)O)c(=O)c2cnc(N3CCN(C(=S)Nc4ccccc4Cl)CC3)nc21
 : -4	-0.1	-4	-6	-9	2	-2	-8	1.3
CCC1C(=O)NCCN1C(=O)CCc1nnc(CCc2ccc(OC)cc2)o1 (stereo not drawn)
 : 2	-0.3	4	-6	-4	13	-1	-8	-0.6
Nc1ccccc1N1CCN(C(=O)c2ccccc2)CC1
 : 4	0.0	3	-11	-4	7	-1	-7	-0.1
O=S(=O)(c1ccccc1Cl)N1CCC(O)(c2ccc3c(c2)OCO3)CC1
 : 5	1.0	-2	-9	4	3	-4	11	x
CCCCN1C(=O)CN(CCc2ccccc2)C(=O)C1c1ccc(OC)cc1 (stereo not drawn)
 : 0	-0.3	8	-1	-4	7	-4	-4	-1.1
COc1ccc(NC(=O)c2ccc(S(=O)(=O)N3CC(C)CC(C)C3)cc2)cc1S(N)(=O)=O (stereo not drawn)
 : 0	0.2	7	-7	-7	-3	-1	-5	-0.4
CCOc1ccc2[nH]c3c(NCCO)ncnc3c2c1
 : 13	0.5	-2	11	6	4	-1	-2	2.7
Cc1ccccc1Cn1c2ccccc2c2cnn(CC(=O)NCc3ccccn3)c(=O)c21
 : -2	0.1	-10	-12	3	4	-4	-3	2.1
Cc1ccc(-c2cc(-c3ccc(Cl)cc3)c(C#N)c(N)n2)o1
 : -36	-0.3	-11	-3	-9	-52	-2	32	3.4
Cc1ccc(C(=O)Nc2ccc(C(=O)N/N=C/c3c[nH]c4ccccc34)cc2)cc1
 : 10	-0.2	6	19	-25	-4	-4	9	1.8
CC(NC(=O)c1cccc(S(=O)(=O)N2CCN(Cc3ccccc3)CC2)c1)c1ccc(Br)cc1 (stereo not drawn)
 : 3	-0.4	5	5	-60	7	-5	31	-0.8
Cc1[nH]c(=O)[nH]c(=O)c1S(=O)(=O)N1c2ccc(F)cc2CCC1C (stereo not drawn)
 : 1	0.1	-8	13	0	-3	0	-4	-0.5
Cn1c(=O)c2c(nc(N3CCOCC3)n2CC(=O)C23CC4CC(CC(C4)C2)C3)n(C)c1=O
 : 9	-0.6	5	1	-14	-7	0	4	-0.3
NC(=O)Cn1cc(C(=O)c2cccs2)c2ccccc21
 : 1	-0.8	-10	12	-19	-3	0	-6	4.0
CNC(=O)C(=O)Nc1ccc(C)cc1C
 : 2	-0.8	0	-3	3	6	-4	-8	-0.1
N#CC1=C(N)Oc2cc(N)ccc2C1c1ccccc1Cl (stereo not drawn)
 : -9	-0.1	-14	-16	22	-9	-7	-3	-0.3
Cc1ccc(NC(=O)Cn2nc(C(=O)O)c3ccccc3c2=O)cc1S(=O)(=O)N1CCCCC1
 : 9	-0.1	-2	11	-8	16	-4	4	0.3
Cn1c(=O)c2cc(S(=O)(=O)Nc3ccc4c(c3)OCO4)ccc2n(C)c1=O
 : -13	0.3	8	4	-13	-1	2	5	-1.0
Cc1ccc(NC(=S)N2CCN(c3ncccn3)CC2)cc1C
 : 1	-1.2	4	-1	-112	-13	-4	-8	-0.4
CCOC(=O)c1nn(-c2cccc(C)c2)c2nc(-c3ccccc3)c(C#N)c(=O)n12
 : -16	-1.1	-8	-16	5	10	-1	22	0.0
COc1ccc(NC(=O)CSc2nc(-c3ccco3)nc3cc(=O)[nH]n23)cc1Cl
 : 4	-0.3	3	5	5	0	-3	-6	1.5
Cc1ccccc1NC(=O)N(O)C1(C#N)CCCCC1
 : -2	-0.5	-3	0	7	12	0	-8	-0.5
CCC(C)NC(=O)C(=O)NC1CCCC1 (stereo not drawn)
 : -1	-1.9	2	4	3	-2	-11	-4	-0.1
C#CCCCCCCCCC(=O)NCCCC
 : 7	0.8	-9	7	-5	17	1	-1	-0.6
CC(C)=CC1C(C(=O)Nc2ccc(Br)cn2)C1(C)C (stereo not drawn)
 : -11	-1.1	0	-19	0	1	-3	14	0.2
CC(=O)c1cccc(-c2csc(N3CCC(C(N)=O)CC3)n2)c1
 : 5	0.2	11	8	-26	2	-2	-7	0.1
CN1CCN(CCOc2ccc(Cc3ccccc3)cc2)CC1
 : 1	0.2	-6	6	11	-5	-2	-1	-0.1
Cc1c(NS(=O)(=O)c2cc(C(=O)NCC3CCCO3)cc(Cl)c2Cl)c(=O)n(-c2ccccc2)n1C (stereo not drawn)
 : 4	-0.4	1	-23	10	6	-3	0	0.2
O=C(c1ccc2nc(-c3ccco3)c(-c3ccco3)nc2c1)N1CCN(c2ncccn2)CC1
 : 7	0.6	4	11	24	7	-4	0	0.9
Cc1nc2c(OCc3ccc(Cl)cc3Cl)cccn2c1N(C)Cc1cccs1
 : -9	0.4	-7	2	1	-1	-2	35	0.1
O=C1CCC(C(=O)OCC(=O)Nc2ccc(Cl)cc2C(F)(F)F)=NN1
 : -1	-0.2	-2	7	-9	4	2	-11	0.2
COc1cc2cc(CCCOC(=O)c3ccc(Br)cc3)oc(=O)c2cc1OC
 : 0	-0.2	7	-4	10	-1	-1	15	1.1
CC1C/C(=C/c2cccn2C)C(=O)/C(=C/c2cccn2C)C1 (stereo not drawn)
 : -230	0.4	-145	18	160	124	-5	-39	1.1
COc1cccc(C2c3[nH]c4ccccc4c3C[C@H]3C(=O)N(C)CC(=O)N23)c1 (stereo partly drawn)
 : -1	16*	10	12	-3	3	-1	0	-0.7
COc1ccccc1/C=C/C(=O)NCC(=O)N/N=C/c1cc(Br)ccc1OC
 : 5	-1.4	0	-7	-10	-22	-4	14	1.2
COc1cccc(N2CC(NC(=O)C(=O)c3c[nH]c4ccccc34)CC2=O)c1 (stereo not drawn)
 : 3	0.1	-11	-5	7	1	-3	-7	0.2
Cc1ccc(NC(=O)c2nc(C)n(-c3ccc([N+](=O)[O-])cc3)n2)cc1
 : 15	-0.4	3	16	-4	4	-3	11	x
Cc1cc(C)nc(SCc2cc(=O)c(OC(=O)c3cccc([N+](=O)[O-])c3)co2)n1
 : 8	-0.4	-1	-6	17	-11	-6	30	0.8
CCN(CC(=O)NC1CCS(=O)(=O)C1)S(=O)(=O)c1c(C)c(C)cc(C)c1C (stereo not drawn)
 : 4	-0.5	6	12	-5	14	-2	-6	-1.0
CCN(CC)CCN1C(=O)c2ccccc2NC1c1ccccc1F (stereo not drawn)
 : -6	-0.5	-6	8	-24	-12	-3	-10	-1.1
COc1ccc2c(Cl)c(C(=O)NN3CCN(C)CC3)sc2c1
 : 2	-0.5	-1	2	3	0	-4	-7	1.4
CC1(C)Cc2c(C#N)c(SCc3ccccc3)nc(N3CCOCC3)c2CO1
 : 0	-1.3	6	-29	-3	6	-10	16	-0.1
CCN(C(=O)COC(=O)c1cccnc1SC)C1CCS(=O)(=O)C1 (stereo not drawn)
 : -5	-0.1	5	8	8	20	3	-4	0.3
CC1=C(C)C(=O)N(CCC(=O)O)C1=O
 : 1	-0.4	-1	21	2	2	-2	-4	0.0
COc1cccc(C(O)c2nc(-c3cccc(C(C)C)c3)cs2)c1 (stereo not drawn)
 : -1	-0.5	2	13	18	-5	-3	16	0.5
c1ccc(Cn2nnc3c(NCC4CC4)ncnc32)cc1
 : 0	0.0	-23	13	8	4	-2	-5	-0.3
Cc1ccc(S(=O)(=O)Nc2nc(C)c(NC(=O)Nc3ccc(Cl)cc3Cl)s2)cc1
 : -2	-0.1	-6	-6	20	-4	-7	4	-0.3
Cc1cc2c(cc1C)C(c1cc(Br)ccc1F)CC(=O)N2 (stereo not drawn)
 : -7	0.2	4	8	-3	4	-4	-2	0.6
O=C(Nc1ccccc1)Nc1ccccc1NS(=O)(=O)c1cccs1
 : -2	0.1	3	1	-2	-18	-1	4	-1.4
O=C(O)C1(O)C[C@H](O)C(O)[C@@H](O)C1 (stereo partly drawn)
 : -2	0.4	-8	3	11	0	0	2	0.7

The listing continues:
Values run as follows: MT1-MMP act inh	TbMetRS inhib	eLon inh	SKN-1 block	MLLE-PAM2 inh	CendR NRP1 mod	MsrA act	FAS-TE inh	MsrA inh
Cc1ccccc1NC(=O)CSc1nc(Nc2ccccc2)nc(N2CCOCC2)n1
 : -3	-0.9	-1	8	0	-2	4	12	1.0
O=C(NNC(=O)c1ccccc1Cl)c1cccs1
 : 0	0.0	-4	9	-7	-8	-1	-2	2.6
Cc1ccccc1OCc1nc2ccccc2c(=O)n1/N=C/c1cn[nH]c1-c1ccc(Br)cc1
 : -5	-1.2	9	5	4	1	-8	-10	-0.2
CN1CCC(N(C)C(=S)Nc2ccc(SC(F)F)cc2)CC1
 : -1	-0.4	4	2	-25	-2	-3	-12	-0.8
O=c1c(N=Nc2ccc(O)cc2)c(-c2ccccc2)[nH]n1-c1ccc([N+](=O)[O-])cc1
 : 21	0.3	-12	3	-11	5	-2	5	1.6
COc1ccccc1CCC(=O)OCC(=O)Nc1ccc(C(N)=O)cc1
 : 0	-0.3	-2	4	2	7	-1	-3	0.6
COc1cccc(CNC(=S)NC2CCCC2)c1
 : 2	-0.3	7	-3	-49	-4	-3	-6	-1.6
O=C(NCCO)c1ccc2[nH]c3c(c2c1)CCCC3
 : 8	0.2	-4	-6	-9	4	-4	-4	-0.4

Compound profiles (already shown). Order of screens: MT1-MMP act inh | TbMetRS inhib | eLon inh | SKN-1 block | MLLE-PAM2 inh | CendR NRP1 mod | MsrA act | FAS-TE inh | MsrA inh
O=C(NCCO)c1ccc2[nH]c3c(c2c1)CCCC3 is listed with 8 | 0.2 | -4 | -6 | -9 | 4 | -4 | -4 | -0.4
COc1ccccc1CCC(=O)OCC(=O)Nc1ccc(C(N)=O)cc1 is listed with 0 | -0.3 | -2 | 4 | 2 | 7 | -1 | -3 | 0.6
